Compound activity (PubChem)
TbPYK inhibitor: qHTS of Trypanosoma Brucei Inhibitors | pyruvate kinase (Trypanosoma brucei), Q57TT1 | TbPYK enzyme, Kinase-Glo Plus ATP luminescence, 45 min | Potency, µM (highest dose often 76.8 µM), inactives show at the top dose activity, negative = inhibition, actives largely listed as inhibitors | 0.12% of 410,000 active | AID 624173, 2012; also: nearly all actives have a fitted effect of over 50% in size
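Quantitative HTS: titrated library compounds versus trypanosomal pyruvate kinase in TEA buffer (pH 7.2) containing KCl, MgCl2, BSA and Tween-20. Reactions were initiated with ADP, 130 uM final. Kinase-Glo Plus luminescence was read after 45 min at RT.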
Sm TGR block: qHTS Assay for the Inhibitors of Schistosoma Mansoni Peroxiredoxins; purified TGR, DTNB reduction, TNB absorbance 405 nm; Potency, µM (doses to about 114 µM), without a hit: at the top dose activity change, negative = inhibition, hits mostly inhibitors; 3% of 360,000 active; also: nearly all actives have a fitted effect of over 60% in size
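First, TGR (20 nM dispensed) and NADPH were mixed with compound. Second, a 15 min room-temperature incubation followed. Third, further NADPH and then DTNB were added to start the reaction. Finally, TNB absorbance was monitored kinetically.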
HCV inhibitor: qHTS Assay for Inhibitors of Hepatitis C Virus (HCV) | Huh7.5.1 HCVcc-Cre infection, luciferase reporter, 44 h | Potency, µM (highest dose often 41.8 µM), for inactives: top-dose activity change, negative = inhibition, actives largely listed as inhibitors | 3.4% of 340,000 active | AID 651820, 2012
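After 44 h co-culture of compound, cells and HCVcc-Cre (~0.5 moi), substrate is added for 15 min at room temperature and luciferase measured over 15 sec. Cells were seeded at 1,000/well and pre-cultured 4 h.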
Pf growth 48h: Primary qHTS for delayed death inhibitors of the malarial parasite plastid, 48 hour incubation; 5.9% of 310,000 active; P. falciparum luciferase growth in erythrocytes, 48 h; AID 504832, 2011; Potency, µM (series often up to 28.7 µM), for inactives: at the top dose activity change, negative = inhibition, hits mostly inhibitors
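Cell-based growth assay: transgenic P. falciparum expressing firefly luciferase, cultured in red cells within RPMI 1640 containing 0.5% w/v Albumax, 24 mM bicarbonate and gentamycin. A drop in luciferase activity indicates inhibition.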
Pf growth 96h: Primary qHTS for delayed death inhibitors of the malarial parasite plastid, 96 hour incubation; P. falciparum luciferase reporter growth, 96 h; Potency, µM (series often up to 28.7 µM), for the others: at the highest dose activity change, negative = inhibition, most hits filed as inhibitors; 6.9% of 320,000 active; AID 504834, 2011
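Erythrocytes infected with luciferase-expressing P. falciparum were dispensed at 2% hematocrit and 0.05% parasitemia (final), then incubated with compounds 96 hours at 37 C in 5% CO2. Luminescence after detection reagent addition reported growth.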
LmPK inh: qHTS Assay for Inhibitors of Leishmania Mexicana Pyruvate Kinase (LmPK) | purified LmPK, Kinase-Glo ATP luminescence, 1 h | Potency, µM (doses to about 57.5 µM), for the others: at the highest dose activity change, negative = inhibition, hits mostly inhibitors | 0.37% of 290,000 active | AID 1721, 2009
Target sequence (Q27686 whole entry, looked up): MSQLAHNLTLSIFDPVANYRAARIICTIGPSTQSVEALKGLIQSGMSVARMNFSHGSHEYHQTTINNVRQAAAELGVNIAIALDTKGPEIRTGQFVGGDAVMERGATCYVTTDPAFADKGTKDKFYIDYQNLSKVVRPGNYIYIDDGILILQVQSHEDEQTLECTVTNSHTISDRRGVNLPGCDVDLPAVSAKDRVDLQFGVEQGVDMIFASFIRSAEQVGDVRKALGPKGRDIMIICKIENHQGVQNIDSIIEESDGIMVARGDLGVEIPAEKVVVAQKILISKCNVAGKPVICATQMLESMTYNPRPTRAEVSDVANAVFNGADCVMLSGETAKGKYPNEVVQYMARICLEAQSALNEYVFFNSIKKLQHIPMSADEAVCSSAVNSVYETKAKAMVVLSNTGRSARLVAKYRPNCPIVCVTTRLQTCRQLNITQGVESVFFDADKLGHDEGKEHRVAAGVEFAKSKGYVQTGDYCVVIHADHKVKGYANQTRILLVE
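In 50 mM imidazole pH 7.2 with 7 mM MgCl2, LmPK (0.1 nM) turned over PEP (0.5 mM) and ADP (0.1 mM) for 1 h at room temperature. Luciferase read-out of ATP.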
Starred values were filed as active, the others as inactive; ? = inconclusive; . = not tested or not shown; & = joins results of further samples; [ ] = another dose, or the depositor's remark. Calls follow the shape of the dose curve; as a rule, active = well fitted curve in the direction sought with a large enough effect; inconclusive = small, poorly fitted or top-dose-only effect, or another doubt; inactive = no such curve, though single readings can be large; an effect the other way counts as inactive or inconclusive. % is scaled to controls: 0 for no effect and ±100 for the full control effect; potency is read from the fitted curve at half-maximal effect. Rows were taken by chance (roughly 16% active in at least one column).

item	SMILES	Pf growth 96h	TbPYK inhibitor	HCV inhibitor
1	CCN1C(=O)c2ccc(C(=O)NCc3ccc4c(c3)OCO4)cc2C1=O	-15%	-4%	15%
2	CCC(c1nnnn1Cc1ccc(F)cc1)N1CCN(C)CC1 (stereo unspecified)	-17%	-17%	-9%
3	O=C(CSc1nc2ccccc2s1)N1CCCCC1	.	-4%	-4%
4	CCOc1ccc(-c2c(C(=O)N/N=C/C3CC=CCC3)nnn2-c2nonc2N)cc1 (stereo unspecified)	?	-1%	11%
5	CCC(C)c1ccccc1NC(=O)C(C)OC(=O)CN1C(=O)NC(C)(C)C1=O (stereo unspecified)	3%	-2%	0%
6	O=C(OCc1ccc(Br)cc1)c1cnc(Cl)c(Cl)c1	5%	0%	19%
7	Cc1cccc(N=Nc2c(O)[nH]c3ccc(Br)cc23)c1	6%	-1%	-18%
8	CCCn1nc2cc(C(=O)NC3CCc4ccccc43)ccc2c1OCC (stereo unspecified)	?	-9%	?
9	CCCN1CCc2nc(SCC(=O)Nc3ccc(C)c(Cl)c3)[nH]c(=O)c2C1	53%[activator]	-1%&-1%	-4%
10	NC(=O)c1cc2ccccc2o/c1=N\NC(=O)c1ccco1	39%[activator]	-4%	12%

item	Pf growth 48h	LmPK inh	Sm TGR block
1	22%	6%	-11%
2	-18%	5%	0%
3	129%[activator]	4%	-2%
4	12%	2%	-2%
5	7%	.	1%
6	?	8%	8%
7	44%[activator]	1%	-8%
8	12µM*	-8%	-14%
9	23%	8%	-1%&1%
10	43%[activator]	-3%	-8%

The list continues:
item	SMILES	Pf growth 96h	TbPYK inhibitor	HCV inhibitor
11	COc1ccccc1NC(=O)c1ccc(NC(=O)CSc2nc(N)cc(=O)[nH]2)cc1	-17%	-3%	-19%
12	O=C(O)c1cccnc1Cl	0%	-8%	9%
13	C/C(N)=C(/C#N)C(=O)COC(=O)CNS(=O)(=O)c1ccc(C)cc1	0%	-2%	16%
14	N#Cc1ccccc1NC(=O)COC(=O)CSc1nc2ccccc2o1	1µM*	0%	1%
15	COc1ccc(C(=O)NCC(=O)OCn2nnc3ccccc3c2=O)cc1OC	11%	.	.
16	Cc1ccc2c(c1)CCCN2C(=O)NC1CCCCC1	61%[activator]	0%	-14%
17	O=C(O)CCN=C1CCc2ccccc2N1	23%	.	.
18	COc1ccc(C(CC(=O)O)NC(=O)c2ccco2)cc1 (stereo unspecified)	.	-6%	-5%
19	CCCC(=O)N/N=C1\CS(=O)(=O)N(C)c2ccsc21	17%	5%	?
20	CCCCCC=CCC=CCCCCCCCC(=O)OCC	2%	6%	.

item	Pf growth 48h	LmPK inh	Sm TGR block
11	-29%	.	-10%
12	18%	2%	7%
13	22%	3%	9%
14	26%	0%	4%
15	2%	4%	-18%
16	9%	4%	0%
17	.	0%	-3%
18	7%	1%	33%
19	30%	4%	-2%
20	-6%	.	.

(further entries)
item	SMILES	Pf growth 96h	TbPYK inhibitor	HCV inhibitor
21	O=C1CC(c2ccccc2)=NN1c1nc(-c2ccccc2)cs1	19%	-2%	-7%
22	OCC[C@H]1C[C@@H](O)[C@H](O)[C@]2(Cc3ccccc3CCO2)O1	65%[activator]	-3%	14%
23	CNC(=O)CN1C(=O)NC2(CCc3ccccc32)C1=O (stereo unspecified)	.	-20%	1%
24	COc1ccccc1/C=C1\SC(=O)N(CC(=O)NCCCn2ccnc2)C1=O	?	-1%	10%
25	COc1ccc(-c2csc(CCN3N=C(C)CC3=O)n2)cc1	?	0%	-17%
26	Cc1ccc(NC(=O)CSc2nnc3n2CCCCC3)cc1	.	-5%	0%
27	O=C(O)/C(=C\c1cccs1)c1ccc(F)cc1	13%	-5%	7%
28	O=C(COC(=O)C1=NN(c2ccccc2)C(=O)CC1)Nc1ccc([N+](=O)[O-])cc1C(F)(F)F	-1%	0%	?
29	COC(=O)C(C)N(c1ccc(OC)cc1)S(C)(=O)=O (stereo unspecified)	8%	3%	3%
30	CCC(C)NCCOCCOc1ccc(Cl)c2ccccc12 (stereo unspecified)	13%	2%	?

item	Pf growth 48h	LmPK inh	Sm TGR block
21	2%	0%	2%
22	-21%	.	-8%
23	29%	9%	-10%
24	12µM*	-2%	1%
25	4.1µM*	5%	-3%
26	18%	-4%	-20%
27	-39%	11%	8%
28	8%	.	-6%
29	28%	-3%	0%
30	?	17%	-3%

Fetched by compound from the entries so far (six):
item	SMILES	Pf growth 96h	TbPYK inhibitor	HCV inhibitor
24	COc1ccccc1/C=C1\SC(=O)N(CC(=O)NCCCn2ccnc2)C1=O	?	-1%	10%
21	O=C1CC(c2ccccc2)=NN1c1nc(-c2ccccc2)cs1	19%	-2%	-7%
23	CNC(=O)CN1C(=O)NC2(CCc3ccccc32)C1=O (stereo unspecified)	.	-20%	1%
30	CCC(C)NCCOCCOc1ccc(Cl)c2ccccc12 (stereo unspecified)	13%	2%	?
22	OCC[C@H]1C[C@@H](O)[C@H](O)[C@]2(Cc3ccccc3CCO2)O1	65%[activator]	-3%	14%
25	COc1ccc(-c2csc(CCN3N=C(C)CC3=O)n2)cc1	?	0%	-17%

item	Pf growth 48h	LmPK inh	Sm TGR block
24	12µM*	-2%	1%
21	2%	0%	2%
23	29%	9%	-10%
30	?	17%	-3%
22	-21%	.	-8%
25	4.1µM*	5%	-3%

Other structures.
item	SMILES	Pf growth 96h	TbPYK inhibitor	HCV inhibitor
31	O=C(CN1C(=O)NC2(CCOc3ccccc32)C1=O)c1ccc(Cl)cc1 (stereo unspecified)	-3%	-3%	5%
32	N/C(=N\OC(=O)/C=C/c1ccccc1)c1ccc(Cl)cc1	?	-4%	6%
33	O=C(O)C1OC(C(=O)O)C2C1C(F)(F)C2(F)F (stereo unspecified)	.	2%	24%
34	CC(O)c1nc2ccccc2n1CCCc1ccccc1 (stereo unspecified)	-13%	-1%	7%
35	COc1cccc(NC(=O)CC2C(=O)NC3CCCCC3N2C(=O)c2ccc(F)cc2)c1 (stereo unspecified)	.	4%	3%
36	CCCCc1nnc(NC(=O)COc2ccc3c(C)cc(=O)oc3c2)s1	66%[activator]	.	.
37	NC(=O)CC(NC(=O)c1cccc(Br)c1)c1ccc(N2CCN(c3ccc(F)cc3)CC2)c([N+](=O)[O-])c1 (stereo unspecified)	?	0%	3%
38	C[n+]1ccccc1/C=N/O	?	1%&2%	15%
39	CC(=O)Oc1ccc(/C=C2/SC(=S)N(Cc3ccccc3)C2=O)cc1	?	-9%	-12%
40	COc1ccc(N2CC(NC(=O)NCCC(C)C)CC2=O)cc1 (stereo unspecified)	0%	4%	-1%

item	Pf growth 48h	LmPK inh	Sm TGR block
31	8%	.	2%
32	-11%	-3%	9%
33	-4%	-4%	-15%
34	-40%	-2%	-16%
35	?	0%	5%
36	2%	-2%	?
37	16%	1%	-3%
38	-4%&1%	0%&-4%	4%&3%
39	-6%	2%	-1%
40	?	1%	-9%

More compounds
item	SMILES	Pf growth 96h	TbPYK inhibitor	HCV inhibitor
41	COc1ccccc1CNC(=O)C1CCCN(c2cnccn2)C1 (stereo unspecified)	14%	-3%	4%
42	Cc1cc(NC(=O)CSc2ccc(-c3cccc([N+](=O)[O-])c3)nn2)no1	59%[activator]	6%	1%
43	COc1ccc(CN(C)C(=O)Cc2ccc(S(=O)(=O)N3CCOCC3)s2)cc1OC	-25%	0%	?
44	Oc1ccccc1C1NCc2ccccc2-n2cccc21 (stereo unspecified)	26%	-8%	-15%
45	CC1(C)C2([N+](=O)[O-])CNCC1([N+](=O)[O-])CNC2	?	-11%	-9%
46	Cc1cc(OCC(=O)c2ccc(F)cc2)ccc1N1C(=O)CCC1=O	9.3µM*	1%	-11%
47	CN(Cc1ccccc1)S(=O)(=O)c1ccc2c(c1)n(C)c(=O)n2C	8%[5.75 µM]	7%	6%
48	CCc1ccc(NC(=O)COC(=O)C2(c3ccc(Cl)cc3)CCCC2)cc1	15µM*	2%	?
49	O=C(Nc1cc2c(=O)n(-c3ccc(Oc4ccccc4)cc3)ccc2oc1=O)c1ccccc1	22%	-1%	?
50	COc1ccc(-c2nnc(SC(C)C#N)o2)cc1 (stereo unspecified)	181%[activator]	0%	4%

item	Pf growth 48h	LmPK inh	Sm TGR block
41	16%	5%	-12%
42	31%[activator]	14%	-5%
43	-18%	.	-3%
44	13µM*	1%	13%
45	2%	0%	-2%
46	2%	3%	7%
47	-15%	3%	-3%
48	-15%	1%	-7%
49	-23%	-12%	-1%
50	27%	-2%	-3%

Continued.
item	SMILES	Pf growth 96h	TbPYK inhibitor	HCV inhibitor
51	Cn1c(=O)oc2cc(S(=O)(=O)N3CCN(c4ccccc4)CC3)ccc21	144%[activator]	5%	6%
52	Cn1nc(OC(=O)Nc2ccc(Cl)cc2)cc1C(F)(F)F	.	.	7%
53	CN(C(=O)/C=C/c1ccc2c(c1)OCO2)c1ccccc1	?	-2%	8%
54	CC(C)N(Cc1nc(-c2ccccc2)no1)C(=O)Cc1ccccc1	?	5%	-13%
55	CC1CCCCN1S(=O)(=O)c1ccc(C(=O)Nc2nnc(-c3cccs3)o2)cc1 (stereo unspecified)	-1%	2%	?
56	COc1ccccc1C(=O)N1CCN(c2ccccn2)CC1	15%	2%	10%
57	O=C(COc1ccc(S(=O)(=O)N2CCCC2)cc1)NCc1ccccn1	45%[activator]	1%	11%
58	N#C/C(=C\c1c[nH]c2ccccc12)C(=O)NCC1CCCO1 (stereo unspecified)	51%[activator]	-3%	-7%

item	Pf growth 48h	LmPK inh	Sm TGR block
51	24%	6%	1%
52	27%	-3%	-21%
53	82%[activator]	-7%	3%
54	.	5%	-18%
55	.	-3%	5%
56	37%[activator]	-2%	16%
57	0%	9%	0%
58	42%[activator]	-10%	0%

Single records (already shown). Values in the order: Pf growth 96h	TbPYK inhibitor	HCV inhibitor	Pf growth 48h	LmPK inh	Sm TGR block
CN(C(=O)/C=C/c1ccc2c(c1)OCO2)c1ccccc1 reads ?	-2%	8%	82%[activator]	-7%	3%
COc1ccccc1C(=O)N1CCN(c2ccccn2)CC1 reads 15%	2%	10%	37%[activator]	-2%	16%
CC(C)N(Cc1nc(-c2ccccc2)no1)C(=O)Cc1ccccc1 reads ?	5%	-13%	.	5%	-18%
O=C(COc1ccc(S(=O)(=O)N2CCCC2)cc1)NCc1ccccn1 reads 45%[activator]	1%	11%	0%	9%	0%
N#C/C(=C\c1c[nH]c2ccccc12)C(=O)NCC1CCCO1 (stereo unspecified) reads 51%[activator]	-3%	-7%	42%[activator]	-10%	0%
